Rin1 Abl inh = inhibitors of Rin1-Abl protein binding, primary screen, biochemical, TR-FRET | Tyrosine-protein kinase ABL1 (Homo sapiens) + Ras and Rab interactor 1 (Homo sapiens), … | inhibition, % at 7.35 µM | hit rate 0.4% among 360,000 | AID 588664, 2011; in the data active = inhibition above about 5%, passing the limit was not always enough
FAS TE block = FAS thioesterase domain inhibitors, primary screen, biochemical, fluorescence intensity, uHTS; Fatty acid synthase (Homo sapiens), P49327; recombinant FAS-TE, OMFH fluorogenic substrate, fluorescence endpoint; inhibition, % at 15 µM; hit rate 0.67% among 360,000;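 active = compounds whose normalised, plate-corrected inhibition of enzyme fluorescence in the single-dose primary screen is 50% or more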;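 also: 0% = DMSO with enzyme and 100% = substrate without enzyme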
MLLE-PAM2 inh = inhibitors of PABP1 MLLE–PAM2 peptide binding, primary screen, biochemical, fluorescence polarization, FITC-PAM2, GST-MLLE; hit rate 0.36% among 360,000; Polyadenylate-binding protein 1 (Homo sapiens), P11940; inhibition, % at 20 µM; in the data active = inhibition above about 35%, passing the limit was not always enough;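 also: plate controls were DMSO wells with GST-MLLE for no effect and wells lacking GST-MLLE protein for full effect; some results filed as inactive read as strong as hits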
bovine MsrA act = bovine MsrA enzyme activators, primary screen, biochemical, absorbance, HTS | hit rate 0.3% among 360,000 | purified bovine MsrA, absorbance read-out | Methionine sulfoxide reductase A (Bos taurus) | activation, % at 10.6 µM; in the data active = activation above about 7.5%;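 also: 0% = vehicle and 100% = reference activator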
SKN-1 block = suppressors of acrylamide-induced Pgst-4::GFP reporter in worms, primary screen, SKN-1 inhibitor project, whole organism, uHTS, GFP/RFP fluorescence ratio, strain VP596; C. elegans VP596 Pgst-4::GFP/RFP ratio, 24 h; AID 624304, 2012; inhibition, % at 21.8 µM; hit rate 0.49% among 360,000;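 active = interference check ratio from 0.5 to 1.5 plus GFP to RFP signal ratio inhibition reaching or exceeding a fixed threshold, cut at about 30% in these data, passing the limit was not always enough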; also: some compounds called inactive have numbers as strong as hits
CendR NRP1 mod = modulators of CendR peptide binding to NRP-1, primary screen, biochemical, fluorescence polarization, uHTS; Neuropilin-1 (Homo sapiens), O14786; hit rate 0.85% among 360,000; FAM-RPARPAR peptide binding to NRP-1; AID 602438, 2012; inhibition, % at 25 µM;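 active = inhibition or corrected inhibition above about 18%, plus a signal ratio from 0.5 to 1.5, limit read from the data, passing the limit was not always enough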; also: strong numbers were not always called active
Target sequence (O14786 whole entry, looked up): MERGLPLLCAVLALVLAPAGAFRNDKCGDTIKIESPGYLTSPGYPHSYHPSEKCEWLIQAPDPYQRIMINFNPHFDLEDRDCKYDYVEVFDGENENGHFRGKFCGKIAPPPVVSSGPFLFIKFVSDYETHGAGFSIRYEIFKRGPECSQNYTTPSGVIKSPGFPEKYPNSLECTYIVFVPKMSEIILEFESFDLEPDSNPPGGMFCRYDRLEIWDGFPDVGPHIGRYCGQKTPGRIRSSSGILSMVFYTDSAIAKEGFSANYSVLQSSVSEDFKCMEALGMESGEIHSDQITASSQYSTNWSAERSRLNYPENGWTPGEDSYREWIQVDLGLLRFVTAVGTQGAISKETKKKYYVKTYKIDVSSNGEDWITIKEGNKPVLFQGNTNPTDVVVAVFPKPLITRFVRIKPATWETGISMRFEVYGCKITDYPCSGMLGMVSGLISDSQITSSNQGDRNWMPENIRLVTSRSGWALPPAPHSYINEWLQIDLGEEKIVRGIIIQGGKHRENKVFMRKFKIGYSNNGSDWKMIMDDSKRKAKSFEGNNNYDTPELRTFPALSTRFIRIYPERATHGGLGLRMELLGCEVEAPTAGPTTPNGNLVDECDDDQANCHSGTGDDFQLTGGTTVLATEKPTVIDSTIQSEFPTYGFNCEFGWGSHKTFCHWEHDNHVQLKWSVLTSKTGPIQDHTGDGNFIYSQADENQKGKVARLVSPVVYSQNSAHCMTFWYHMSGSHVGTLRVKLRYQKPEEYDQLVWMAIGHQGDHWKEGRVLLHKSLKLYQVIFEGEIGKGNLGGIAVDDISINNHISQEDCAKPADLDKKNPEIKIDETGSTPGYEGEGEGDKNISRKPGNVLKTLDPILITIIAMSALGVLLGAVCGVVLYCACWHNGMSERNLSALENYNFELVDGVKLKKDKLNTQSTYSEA
MT1-MMP act inh = blockers of MT1-MMP proenzyme processing, primary screen, HT1080 RFP-PRO-GFP cells, GFP/RFP fluorescence. AID 651647, 2012. hit rate 0.061% among 360,000. GFP/RFP ratio change, % at 20 µM. GFP/RFP ratio fluorescence, overnight; percent of plate control window, DMSO zero. Matrix metalloproteinase-14 (Homo sapiens), P50281;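 active = GFP/RFP ratio change of at least 30% with cell ATP level not reduced by more than half and red fluorescence within 50% of control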; also: strong numbers were not always called active
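Assay system: HT1080 RFP-PRO-GFP cells | Dosing: 20 µM single dose, 1% DMSO | Incubation: Cells overnight before dosing, compound overnight, 37 °C, 5% CO2 | Evaluation: GFP/RFP fluorescence ratio | Control set: DMSO-only wells and HT1080 RFP-L50D-GFP cell wells as references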
eLon inh = inhibitors of E. coli Lon protease, primary screen, biochemical, fluorescence polarization; purified E. coli Lon protease; inhibition, % at 7.94 µM; hit rate 0.42% among 360,000; AID 602123, 2011; in the data active = inhibition above about 13%, passing the limit was not always enough;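 also: 0% = enzyme with probe and DMSO and 100% = no enzyme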
Neddylation inh = inhibitors of cullin neddylation, primary screen, biochemical, TR-FRET, uHTS, NAE and Ubc12 | NEDD8-conjugating enzyme Ubc12 (Homo sapiens) + NEDD8-activating enzyme E1 regulatory … | calls only at 25 µM | hit rate 0.58% among 360,000 | AID 651699, 2012; in the data active = inhibition above about 36%
Starred values were filed as active, the others as inactive; i = inactive; x = no result given; + = active, no number.

SMILES	Rin1 Abl inh	FAS TE block	MLLE-PAM2 inh	bovine MsrA act	SKN-1 block	CendR NRP1 mod	MT1-MMP act inh	eLon inh	Neddylation inh
O=C(O)c1cc(-c2cccc([N+](=O)[O-])c2)n[nH]1	-2	6	0	-5	-5	-5	4	-1	i
Cc1nc(/C(N)=N/OC(=O)Cc2ccccc2)no1	3	0	-2	-2	1	-7	5	6	i
Cc1ccc([N+](=O)[O-])cc1NC(=O)/C=C/C(=O)O	-2	2	5	-4	6	9	-1	5	i
COc1ccc(C(=O)Nc2ccc3nc(C)c(C)nc3c2)cc1	-2	-3	2	-6	-13	12	5	-3	i
CC1=C/C(=N\OS(=O)(=O)c2ccccc2)C(C)=CC1=O	-5	-3	15	2	-3	2	-23	-3	i
CCOC(=O)C1C(=O)C(C(=O)OCC)C(c2cccnc2)NC1c1cccnc1 (configuration not stated)	1	-7	12	-1	-6	-35	12	-13	i
Cn1cnnc1SCC(=O)NCCc1ccccc1	-4	-7	6	-2	-1	-18	1	0	i
O=C(CCSCCC(=O)Nc1c(F)c(F)c(F)c(F)c1F)Nc1c(F)c(F)c(F)c(F)c1F	1	3	-13	-7	0	-3	1	7	i
CN1C(=O)C2(CCCCC2)C1c1ccccc1 (configuration not stated)	-1	-6	6	-10	-25	-7	-1	2	i
COC(=O)Nc1ccc(S(=O)(=O)NC2CCS(=O)(=O)C2)cc1 (configuration not stated)	5	-8	7	-12	-1	12	-1	1	i
CCc1ccc2[nH]c3nc(SCC(=O)NNC(=O)c4ccc(C(C)(C)C)cc4)nnc3c2c1	-6	-9	13	-3	-11	15	7	-7	i
CCC(O)c1cc2c(cc1NC(=O)c1cccs1)OCCO2 (configuration not stated)	0	-3	5	-12	-4	-1	3	1	i
O=C(CCc1nnc2ccc(N3CCC4(CC3)OCCO4)nn12)NCc1ccccc1Cl	0	-3	5	-2	-7	12	-1	4	i
O=C(COC(=O)c1ccccc1C(=O)c1ccccc1)Nc1cccc([N+](=O)[O-])c1	0	40	3	-4	10	3	-2	-10	i
Cc1ccc(C23CC4CC(CC(CN)(C4)C2)C3)cc1	0	-9	10	0	-8	4	-19	-3	i
C/C(=N\NC(=O)Cc1ccccc1)c1cccnc1	0	-5	5	-12	-8	-1	x	-10	i
COc1ccc(S(=O)(=O)NCc2ccccn2)c(Cl)c1Cl	-1	-4	5	-4	-11	3	4	2	i
CCCCn1c(C)cc(C)c(S(=O)(=O)c2ccccc2C)c1=O	-2	18	-2	-4	18	-2	-11	3	i
O=C(CC(Cc1ccccc1)C(=O)O)Nc1ccc(F)cc1 (configuration not stated)	1	-7	-8	-4	7	-13	-2	2	i
COc1ccc(C(=O)NC(=O)COC(=O)C2COc3ccccc3O2)cc1 (configuration not stated)	-1	-7	-15	-5	8	-4	0	-7	i
Cc1cc(Br)cn2c(Cc3ccccc3)c(-c3cccc(Br)c3)nc12	-19	18	2	-6	22	-10	-5	-6	i
COC(=O)CSc1ccc2c(N)c(C(=O)OC)sc2c1	2	3	29	0	0	-8	2	-2	+
Oc1ccc(N=Nc2nccs2)c(O)c1	-5	-1	9	-2	40*	4	21	16	i
Cc1ccc(NC(=O)COc2cccc(/C=C3\SC(=S)N(CCC(=O)O)C3=O)c2)cc1Cl	0	11	-3	-5	7	-111	6	-2	i
CC(=O)c1cccc(NC(=O)c2cc(-c3ccncc3)nc3ccccc23)c1	0	5	-48	-9	2	-34	2	-6	i

Part of the list above, with two lines to a compound:
Order of values: Rin1 Abl inh, FAS TE block, MLLE-PAM2 inh, bovine MsrA act, SKN-1 block, CendR NRP1 mod, MT1-MMP act inh, eLon inh, Neddylation inh
Oc1ccc(N=Nc2nccs2)c(O)c1
 : -5, -1, 9, -2, 40*, 4, 21, 16, i
Cc1ccc(NC(=O)COc2cccc(/C=C3\SC(=S)N(CCC(=O)O)C3=O)c2)cc1Cl
 : 0, 11, -3, -5, 7, -111, 6, -2, i
CC(=O)c1cccc(NC(=O)c2cc(-c3ccncc3)nc3ccccc23)c1
 : 0, 5, -48, -9, 2, -34, 2, -6, i

Later entries:
SMILES	Rin1 Abl inh	FAS TE block	MLLE-PAM2 inh	bovine MsrA act	SKN-1 block	CendR NRP1 mod	MT1-MMP act inh	eLon inh	Neddylation inh
COc1ccc(NS(=O)(=O)c2ccc(-n3cnnn3)cc2)cc1OC	1	-7	-3	-1	8	-4	-3	4	i
O=c1c2ccccc2ncn1Cc1nc2ccccc2s1	-2	-11	1	2	13	-1	0	4	i
COCCNC(=O)/C(C#N)=C/c1ccc(C(=O)O)cc1	1	-4	-1	0	-1	3	1	-11	i
CCOC(=O)c1c(C)c(C(=O)N2CCCCCC2)c(C)n1C	-2	-3	0	6	-4	7	-4	-5	i
Cc1ccsc1C(=O)NNC(=O)COc1ccc(Br)cc1	1	-8	20	-4	6	-7	5	-2	i
CC(=O)c1ccc(NC(=O)COC(=O)Cc2ccsc2)cc1	5	-4	1	-4	0	15	1	5	i
CCNc1nc(Sc2ccc(C)cc2)cc(C(F)(F)F)n1	0	19	11	-4	7	0	-31	1	i
COC(=O)c1ccc(CN2C(=O)c3ccccc3C2=O)o1	4	-5	-2	-2	-6	-1	4	-19	i
COc1cc([N+](=O)[O-])ccc1N/C=C/C(=O)c1cccs1	-5	-59	-31	-5	4	133	-139	i	i
O=C(COc1ccc(F)cc1)NCC1(N2CCOCC2)CCCCC1	11*	-4	-1	-1	13	-8	-4	-5	i
N#CCCn1cc(CNCc2ccccc2)c(-c2cccc([N+](=O)[O-])c2)n1	0	4	-5	0	10	-10	-3	1	i
O=C(c1cc2cc(Br)cc(Br)c2oc1=O)N1CCOCC1	0	-4	1	-1	18	-6	-5	7	i
O=C(Nc1ccccc1)/C(=C/c1cccc(Br)c1)NC(=O)c1ccco1	-2	-2	10	-4	-12	12	-7	-11	i
Cc1cc(OC2CCCCC2)nc(NCc2ccccc2)n1	-1	-3	12	-4	-1	8	-1	-5	i
Cc1noc2ncnc(SCc3ccc(C(F)(F)F)cc3)c12	1	39	11	-6	4	0	6	-9	i
COc1ccccc1-c1cnc(C(O)c2ccc(F)c(F)c2)[nH]1 (configuration not stated)	-4	-1	16	-1	10	1	4	-13	i
Cc1cc(C)n2cc(CSc3nncn3C)nc2n1	6	-4	-14	-4	2	1	-6	0	x
Cc1nc2c(cnn2-c2ccccc2)c(=O)[nH]1	6	-6	9	-3	11	19	2	1	i
c1ccc(N2CCN(c3ncnc4sc5c(c34)CCC5)CC2)cc1	-3	24	-11	-2	21	-8	-14	0	i
O=C1CCN(S(=O)(=O)c2ccc(Cl)cc2)CCN1	3	-3	9	0	5	4	2	-6	i
Cc1ccc(NS(=O)(=O)c2c(C(=O)N3CCCC3)c(C)n(C)c2C)cc1	-1	-1	-3	-7	10	7	1	-3	i
COc1cc(C(CCN2CCOCC2)c2c(OC)cc(OC)c3c(C)cc(=O)oc23)cc(OC)c1OC (configuration not stated)	0	-4	-3	1	-15	1	6	-6	i
COc1ccc(C2(C(=O)c3ccccc3)C(=O)c3ccccc3C2=O)cc1	1	30	5	1	5	8	3	0	i
COCCCN1C(=O)/C(=C\c2ccc3c(c2)OCO3)C(C(=O)OC)=C1C	-1	-7	2	-3	9	-10	-2	3	i
COc1ccc(OCC(O)CN2CCN(c3ncccn3)CC2)cc1 (configuration not stated)	0	-4	7	-2	1	2	5	8	i

Further results follow.
SMILES	Rin1 Abl inh	FAS TE block	MLLE-PAM2 inh	bovine MsrA act	SKN-1 block	CendR NRP1 mod	MT1-MMP act inh	eLon inh	Neddylation inh
O=C(OC1CCOC1=O)c1ccc(S(=O)(=O)N2CCCCCC2)cc1 (configuration not stated)	2	-4	5	-5	9	7	2	6	i
Cc1ccccc1S(=O)(=O)N(C)C[C@@H]1OCc2cnnn2CCCC(=O)N([C@@H](C)CO)C[C@H]1C	-1	-7	3	0	2	-3	0	12	i
N#Cc1c(-n2cccc2C=O)sc2c1CCCC2	1	1	-4	-5	-2	7	-2	-2	i
Cc1c(Nc2c3ccccc3nc3ccccc23)c(=O)n(-c2ccccc2)n1C	-5	-3	2	-5	2	2	5	8	i
COc1ccc(C(=O)Nc2ccc(S(=O)(=O)Nc3nccc(C)n3)cc2)cc1	1	-6	7	-3	4	14	0	-7	i
C=CCn1c(C)cc(C(=O)CSc2nc(N)cc(N)n2)c1C	-1	-4	1	-4	-6	-8	-1	-3	i
COc1cccc(/C=C2\Sc3ccc(C(=O)NCC4CCCO4)cc3N(C)C2=O)c1 (configuration not stated)	-5	-4	-3	-1	11	14	-6	0	i
CC1(C)CC(=O)c2c(O)cc(OCC(=O)N3CCN(c4ccc(F)cc4)CC3)cc2O1	3	12	7	-2	5	-7	4	-10	i
COc1ccc(-c2csc(NC(=O)c3ccc(OCC(=O)N4CCOCC4)c(OC)c3)n2)cc1OC	0	2	-13	-3	10	-5	0	0	i
Cn1c(CCNC(=O)c2cc(COc3ccc(F)c(F)c3)on2)nc2ccccc21	-1	8	-7	-3	3	-4	-1	-10	i
CC(C)C[C@H](NC(=O)N1CCn2c1nc1ccccc12)C(=O)NCc1ccco1	1	7	11	-1	7	-3	0	1	i
CCOC(=O)C1=C(C(=O)OCC)N(Cc2ccccc2)CCC1=O	-2	-10	8	-3	24	-2	0	1	i
Cc1cc(C)cc(NC(=O)CSc2nc(=O)n(CCCN3CCOCC3)c3c2CCCC3)c1	0	-1	-3	-5	-11	-26	2	-1	i
COc1ccc(N=Cc2nc(-c3ccccc3)oc2OC(C)=O)cc1	-2	-1	17	-2	5	-9	0	4	i
Cc1ccc(CSCC(=O)N/N=C/c2sccc2C)cc1	2	0	-4	1	-14	16	6	2	i
CCNC(=O)CSc1ncnc2sccc12	2	-6	-29	-3	4	-13	-6	-11	i
Cc1ccc(S(=O)(=O)CCc2nnc(NC(=O)CCl)s2)cc1C	3	-4	16	-4	-4	-3	2	-3	i
Cc1ccc(CNCc2cccnc2)cc1	-1	-1	-2	-3	4	8	-8	0	i
CC(=O)c1ccc(NC(=O)c2noc(C)c2[N+](=O)[O-])cc1	2	-3	11	-4	15	-3	-1	0	i
CCOc1ccc(-n2nnc3c(=O)n(CC(=O)Nc4cc(C)on4)cnc32)cc1	-1	-2	-2	-1	3	-16	1	-2	i
O=C(c1ccc(C(F)(F)F)cc1)c1c[nH]c(C(=O)NCCCn2ccnc2)c1	-7	-12	6	-2	-10	8	4	11	i
COc1ccccc1NS(=O)(=O)c1cc(NC(=O)Nc2ccc(Cl)cc2Cl)ccc1N1CCCCC1	-1	29	28	-4	7	-4	-10	2	i
Cc1noc(C)c1S(=O)(=O)N(C)C[C@H]1Oc2c(NC(=O)Nc3ccc(C(F)(F)F)cc3)cccc2C(=O)N([C@H](C)CO)C[C@@H]1C	-1	43	6	-3	8	4	6	5	i
CCc1cc2cc(OC)ccc2nc1SCC(=O)Nc1cc(OC)c(OC)cc1C(=O)O	2	1	19	-1	5	3	2	-6	i
Cc1cc(C)nc(NC2=NCCN2C(=O)NC2CCCCC2)n1	2	-3	0	-1	20	1	0	-5	i
S=c1[nH]cc(-c2ccccc2)n1-c1cccc(Cl)c1	-2	-9	-6	-4	-5	3	-3	2	i
CC(=O)NS(=O)(=O)c1ccc(NC(=O)C(C)NS(=O)(=O)/C=C/c2ccccc2)cc1 (configuration not stated)	0	-5	15	-1	14	20*	-3	-11	i

Source: PubChem (several laboratories)
